Vif-A3F inh: qHTS for Inhibitors of Vif-A3F Interactions: qHTS. 0.2% of 390,000 active. HeLa A3F-eYFP + Vif (tagged APOBEC3F with the HIV-1 protein that degrades it), YFP fluorescence increase. Potency, µM (top dose mostly 46.1 µM), for inactives: at the top dose activity, negative = active; note: potency is the fitted concentration of half-maximal effect; % of control where 0% means no effect; nearly all actives have a fitted effect of over 65% in size
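HeLa cells stably expressing A3F-eYFP plus Vif, plated and incubated overnight at 37 deg C, then exposed to compounds overnight at 37 deg C. Blocked degradation read as raised yellow fluorescence (Ex 488/Em 500-530).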
LDHA block: qHTS assay for inhibitors of human lactate dehydrogenase; 0.15% of 480,000 active; L-lactate dehydrogenase A chain (Homo sapiens), P00338; activity change, % (values are at about 110 or 230 µM); AID 1347041, 2019; purified LDHA, NADH/diaphorase-resazurin fluorescence; active compounds read low; in the data active = activity change below about -30%; inconclusive = mostly about -25% to -30%;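 note: plate controls were DMSO wells for no effect and wells without enzyme for full effect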
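LDH5 2 nM; NADH 0.06 mM, pyruvate 0.2 mM; 200 mM Tris pH 7.4, EDTA, Tween-20; 5 min RT. Detection: diaphorase 0.133 mg/mL + resazurin 37 µM, fluorescence ex540/em590 at 0 and 20 min; normalized to enzyme-free and DMSO wells.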
ERG-DNA inh: qHTS for Small Molecule Inhibitors of the ERG Ets/DNA interaction; AID 624246, 2012; 0.028% of 370,000 active; Transcriptional regulator ERG (Homo sapiens), P11308; fluorescence polarization, His-ERG Ets domain / labelled DNA; Potency, µM (titrated, usually from 76.9 µM), for inactives: at the highest dose FP activity, negative = inhibition, most hits filed as inhibitors; active = well fitted inhibition curve with a large enough effect in the polarisation, with a control signal flat; inconclusive = small, poorly fitted or top-dose-only effect, or effect the other way, or a change in a side signal; inactive = no such curve, though single readings can be large or run the other way; the % refers to the polarisation;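 note: polarization taken with two DNA probes labelled with fluorescein and Texas red; potency is the fitted concentration of half-maximal effect; % of control where 0% means no effect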
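His-tagged ERG Ets domain (1 uM in the protein solution; 300mM KCl, 50mM Tris-HCl, 1mM EDTA, 1mM DTT, pH 7.5) received compound, then a probe mix of 5 nM fluorescein-DNA and 100nM Texas-615-DNA. Fluorescence polarization was read for both dyes.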
GRP78 ERSR act: qHTS for Inducers of the Endoplasmic Reticulum Stress Response (ERSR) in Human Glioma: qHTS | U87-MG GRP78 promoter luciferase reporter, 16 h | Potency, µM, without a hit: at the top dose activation, hits mostly activators | 0.02% of 420,000 active; note: potency is the fitted concentration of half-maximal effect; series mostly up to about 76 µM; % of control where 0% means no effect; nearly all actives have a fitted effect of over 35% in size
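ERSR induction read as luciferase luminescence (Bright-Glo, 10 min at room temperature) in stably transfected human U87-MG glioma cells exposed to compounds for 16 h, using GRP78 as sensor.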
Vif-A3G inh: qHTS for Inhibitors of Vif-A3G Interactions: qHTS. DNA dC->dU-editing enzyme APOBEC-3G (Homo sapiens), Q9HC16. HeLa A3G-eYFP + Vif (tagged APOBEC3G with the HIV-1 protein that degrades it), YFP fluorescence, overnight. Potency, µM (doses to about 46.1 µM), for inactives: at the top dose activity, negative = active, actives largely listed as inhibitors. 0.076% of 410,000 active;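 note: potency is the fitted concentration of half-maximal effect; % is set by controls: 0 for no effect and ±100 for the full control effect; nearly all actives have a fitted effect of over 60% in size; hits raise eYFP signal because A3G escapes Vif-driven loss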
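HeLa cells stably expressing Vif and C-terminally eYFP-tagged A3G, seeded overnight at 37 deg C, then exposed to compound by pintool overnight at 37 deg C. Rise in yellow fluorescence (Ex 488/Em 500-530, Acumen) marks blocked Vif-driven A3G degradation.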
RGS4 inh: Inhibitors of Regulator of G Protein Signaling (RGS) 4: qHTS | Potency, µM (top dose mostly 114 µM), without a hit: at the top dose activity change, negative = inhibition, hits mostly inhibitors | Transcreener GDP fluorescence polarization, RGS4-accelerated GTP hydrolysis | 0.039% of 390,000 active | Regulator of G-protein signaling 4 (Homo sapiens), P49798; note: potency is the fitted concentration of half-maximal effect; % is set by controls: 0 for no effect and ±100 for the full control effect; nearly all actives have a fitted effect of over 75% in size; some results filed as inactive show a strong effect at the top dose
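MLSMR compounds (23 nl, pin-transferred) preincubated 10 min at room temperature with a 500nM (2x) first reagent, then RGS4 at 900nM (2x) plus Transcreener GDP mix added; fluorescence polarization (620/688 nm) read before and after 90 min at 30 °C.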
ALOX12 inh: Primary qHTS assay for inhibitors of human arachidonate 12S-lipoxygenase (ALOX12): Round 2 | Polyunsaturated fatty acid lipoxygenase ALOX12 (Homo sapiens), P18054 | AID 1671190, 2021 | 1.1% of 580,000 active | purified 12hLO, xylenol orange hydroperoxide absorbance | Potency, µM (titrated, usually from 108 µM), inactives show top-dose activity change, negative = inhibition, usual class: inhibitors; note: potency is the fitted concentration of half-maximal effect; % is set by controls: 0 for no effect and ±100 for the full control effect
Target sequence (P18054 whole entry, looked up): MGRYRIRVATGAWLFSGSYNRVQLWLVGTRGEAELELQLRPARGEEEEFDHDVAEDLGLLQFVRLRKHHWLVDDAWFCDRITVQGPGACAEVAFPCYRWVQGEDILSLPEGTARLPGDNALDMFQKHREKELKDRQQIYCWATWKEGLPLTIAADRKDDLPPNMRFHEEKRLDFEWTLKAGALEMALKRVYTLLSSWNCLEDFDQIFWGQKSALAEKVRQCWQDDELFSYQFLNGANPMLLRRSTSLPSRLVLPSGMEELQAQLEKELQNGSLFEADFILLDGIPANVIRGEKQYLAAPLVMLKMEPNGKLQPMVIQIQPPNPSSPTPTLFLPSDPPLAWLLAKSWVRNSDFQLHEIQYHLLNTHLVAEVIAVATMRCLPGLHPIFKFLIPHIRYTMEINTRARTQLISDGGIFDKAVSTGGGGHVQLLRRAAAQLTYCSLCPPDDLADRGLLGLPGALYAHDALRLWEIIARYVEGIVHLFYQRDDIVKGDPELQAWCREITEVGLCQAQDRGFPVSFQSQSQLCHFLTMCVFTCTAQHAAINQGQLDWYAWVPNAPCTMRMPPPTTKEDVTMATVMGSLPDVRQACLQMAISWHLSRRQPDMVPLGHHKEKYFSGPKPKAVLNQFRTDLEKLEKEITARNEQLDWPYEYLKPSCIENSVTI
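Purified human 12hLO at 150 nM in 25 mM Hepes, 0.01% Triton X-100, pH 7.0, preincubated 15 min at room temperature with compound. Reaction started with 40 uM arachidonic acid, 30 min at room temperature. Hydroperoxide measured by Fe-xylenol orange, 573/405 nm absorbance ratio.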
D2 agonist: HTS Assay for Allosteric Agonists of the Human D2 Dopamine Receptor: Primary Screen for Agonists | AID 485358, 2010 | 0.53% of 340,000 active | activation, % at 2 µM | HEK293 T-REx D2 cells, calcium flux agonist mode;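 active = activation over 3 SD above normal in the single-dose calcium agonist read, cut at about 30% in these data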; note: 0% is about no effect
Target sequence (P14416 whole entry, looked up): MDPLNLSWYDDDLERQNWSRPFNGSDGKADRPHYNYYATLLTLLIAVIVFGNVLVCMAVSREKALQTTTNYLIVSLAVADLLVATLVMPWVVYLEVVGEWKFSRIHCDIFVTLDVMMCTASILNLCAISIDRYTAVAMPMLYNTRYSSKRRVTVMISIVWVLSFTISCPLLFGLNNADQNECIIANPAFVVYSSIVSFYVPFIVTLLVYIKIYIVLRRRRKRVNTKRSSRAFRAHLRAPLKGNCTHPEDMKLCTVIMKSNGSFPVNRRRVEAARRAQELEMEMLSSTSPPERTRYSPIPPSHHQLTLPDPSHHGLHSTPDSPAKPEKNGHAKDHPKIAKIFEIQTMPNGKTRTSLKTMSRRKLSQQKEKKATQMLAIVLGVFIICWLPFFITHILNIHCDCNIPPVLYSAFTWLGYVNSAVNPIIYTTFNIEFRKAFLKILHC
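Calcium-flux readout, 1 cycle/sec over 180 s following compound pin transfer, in inducible HEK293 Trex D2 cells (force-coupled); dopamine controls included. Positive calcium responses during this window marked compounds as potential agonists.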
D2 antagonist: HTS Assay for Allosteric Antagonists of the Human D2 Dopamine Receptor: Primary Screen for Antagonists; D(2) dopamine receptor (Homo sapiens), P14416; HEK293 TREx D2 cells, calcium flux, dopamine EC80; inhibition, % at 10 µM; 2% of 340,000 active; AID 485344, 2010; in the data active = inhibition above about 30%; note: 0% is about no effect
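HEK293 T-REx D2 cells, tet-induced, calcium dye no-wash. Cpd pintool add, 180 s kinetic, then EC80 DA, 180 s kinetic. Ca flux read.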
Numbers without * were called inactive; ? = inconclusive; / = not tested or not shown; & = joins results of further samples; [ ] = remark or other dose. Unless noted, calls come from the whole dose curve; as a rule, active = well fitted curve in the direction sought with a large enough effect; inconclusive = small, poorly fitted or top-dose-only effect, or another doubt; inactive = no such curve, though single readings can be large; an effect the other way counts as inactive or inconclusive.

SMILES	Vif-A3F inh	LDHA block	ERG-DNA inh	GRP78 ERSR act	Vif-A3G inh	RGS4 inh	ALOX12 inh	D2 agonist	D2 antagonist
CCCCOC(=O)C1=C(C)NC2(O)c3ccccc3C(=O)C12O (stereo not given)	-5%	4	-6%	3%	0%	8%	0%	-0.4	-14
COc1ccc([C@H]2CC(=O)C=C(c3ccc4[nH]ccc4c3)C2)cc1OC	2%	-1	-5%	-1%	-5%	-13%	?	-0.3	-18
O=C(Nc1ccc(Cc2ccncc2)cc1)c1ccco1	-6%	-6	-3%	-4%	2%	-18%	24%	-0.6	11
O=C(CCC1CCCC1)N1CCN(S(=O)(=O)Cc2ccccc2)CC1	1%	-1	-3%	-9%	0%	12%[56.9 µM]	-2%	0.9	15
CC(=O)Nc1ccc(NC(=O)CSc2nc3c([nH]c4ccccc43)c(=O)n2-c2ccccc2F)cc1	-11%	-6	7%	-2%	-12%	-9%	4%	1.0	-1
O=C(NN1C(=O)/C(=C/c2cccnc2)SC1=S)C(c1ccccc1)c1ccccc1	2%	0	?	-1%	1%	-32%	4%	0.0	9
Cc1cc2n(n1)C(c1sccc1C)Nc1c(C)cccc1-2 (stereo not given)	-7%	-3	1%	2%	-23%	0%	0%	/	/
CC1(c2ccc(OC(F)F)cc2)NC(=O)N(CC(=O)Nc2ccc(OC(F)F)cc2)C1=O (stereo not given)	4%	2	-2%	19%	2%	4%	-17%	8.6	6
O=[N+]([O-])c1cnccc1NC1CCCCC1	9%	-11	-1%	3%	-4%	20%	4%	-0.3	1
CC(=O)N/N=C(\C)CC(=O)Nc1cccc2c1CCCC2	10%	2	-9%	-4%	-4%	-11%	?	0.1	5
O=C(CSc1nc2ccccc2c(=O)n1CCC(=O)NC1CCCCC1)Nc1ccccc1Cl	-7%	1	3%	-3%	-2%	13%	-27%	/	/
CCCCCc1ccc2cc(C#N)ccc2n1	/	-5	/	0%	1%	/	3%	/	/
CCOC(=O)C1(CCCc2ccccc2)CCN(C(=O)CCOC)CC1	1%	-5	-1%	-8%	-2%	-2%	-9%	0.2	-9
O=C(NC1CC1)C1CC(=O)N(c2ccc(F)cc2)C1 (stereo not given)	-12%	-14	1%	-3%	0%	11%	-17%	-0.3	-11
Cc1cc(C)c2cc(C(O)c3nnnn3Cc3ccccc3)c(=O)[nH]c2c1 (stereo not given)	5%	-4	/	-3%	1%	-14%	13%	/	/
CCOc1cc(NC(=O)c2ccccn2)c(OCC)cc1NC(=O)c1ccc(Cl)cc1	8%	-11	-2%	-2%	2%	-11%	0%	1.4	0
O=C(Cc1ccccc1)N/N=C/c1ccc(S(=O)(=O)O)o1	-12%	-9	12%	-3%	3%	11%	242%[activator]	0.4	-3
COCCCNC(=O)C1CCN(c2nc(C)cc(C)n2)CC1	-3%	1	-2%	5%	1%	-16%	20%	0.7	17
COc1ccc(Br)c(C(=O)NCC2CCCCC2)c1	?	-6	-6%	-1%	0%	-2%	0%	0.2	17
CCN(CC(=O)Nc1ccccc1OC)C(=O)C1CC2C=CC1C2 (stereo not given)	-5%	-7	5%	-2%	0%	25%	0%	-0.9	-12
O=C1c2cccc3cccc(c23)C(=O)N1CC1CCCO1 (stereo not given)	13%	-3	4%	-2%	2%	0%	-4%	0.0	-26
COC1OC2COC(c3ccccc3)OC2C(OC(C)=O)C1OC(C)=O (stereo not given)	5%	-2	-5%	-3%	-1%	35%	3%	/	/
O=C(Cn1cnc2ccccc21)N1CCc2ccccc21	-3%	-8	-3%	-5%	6%	24%	6%	0.8	5
CCc1nc2sc3c(c2c(=O)n1N)CC(C)(C)OC3	3%	-5	9%	-2%	0%	10%	-5%	0.6	-15
CCc1cc2c(SCC(=O)Nc3cc(C)on3)ncnc2s1	5%	-7	0%	-3%	0%	-48%	-4%	0.0	0

The results go on:
SMILES	Vif-A3F inh	LDHA block	ERG-DNA inh	GRP78 ERSR act	Vif-A3G inh	RGS4 inh	ALOX12 inh	D2 agonist	D2 antagonist
COc1ccccc1/C=C/CN1CCN(c2ccccc2)CC1	-2%	-17	/	1%	-5%	-29%	?	77*	77*
O=C(c1cccc(S(=O)(=O)N2CCOCC2)c1)N(CCO)Cc1ccccc1	-2%	-3	-1%	-3%	-4%	21%	-10%	-0.3	28
CCC(=O)NC1(Cc2ccc(O)cc2)CCCCC1	-14%	-3	11%	-3%	0%	-2%	-1%	1.1	-15
CCOC(=O)c1sc(NC(=O)c2ccc(S(=O)(=O)N(C)C)cc2)nc1C	4%	-7	6%	-4%	1%	22%	0%	-1.7	-7
Cc1cc(C(=O)Nc2ccccc2N2CCOCC2)c2ccccc2n1	8%	0	2%	-3%	2%	20%	0%	0.6	2
CN(Cc1ccccc1)C(=O)CN1C(=O)CSc2ccc(S(=O)(=O)N3CCOCC3)cc21	1%	-3	7%	-2%	-3%	12%	-19%	-0.1	/
CCOC(=O)C(=O)N/N=C/c1cccc(Br)c1	-2%	-2	0%[15.4 µM]	-7%	-1%	-2%	157%[activator]	-0.3	0
COC(=O)[C@@H]1CCCN1Cc1nc(Cc2ccc(OC)c(OC)c2)no1	9%	-1	3%	-1%	4%	-31%	0%	0.5	-10
O=C(Nc1ncccc1Cl)c1cccc(F)c1	0%	-7	4%	5%	1%	-34%	0%	0.1	-6
CC(=O)Nc1ccc(/C(C)=N/NC(=O)c2ccc(F)cc2)cc1	4%	-4	-5%	6%	0%	-6%	29%	0.3	0
COc1cc(CN2C[C@@H](CO)O[C@@H](n3cnc4c(N(C)C)ncnc43)C2)cc(OC)c1OC	/	1	/	-1%	0%	/	1%	/	/
COc1cccc(-c2nc(SCC(=O)Nc3ccc4c(c3)OCCO4)c(-c3ccccc3)[nH]2)c1	5%	-1	-7%	-2%	-1%	-29%	-12%	/	/
CCN(CC)Cc1cc(Nc2ccnc3cc(Cl)ccc23)ccc1O	3%&7%	-4&-5	10%&-13%	-6%&-1%&-7%	4%&-6%	25%&-7%	-16%	3.2	-19&-20
NNC(=S)Nc1ccc(Cl)cc1	?	-6	2%	-1%	-28%	5%	?	0.8	-14
O=c1oc2ccccc2n1Cc1ccccc1Cl	-6%	-3	11%	-1%	-3%	-1%	5%	2.2	0
O=C(CCc1ccc(S(=O)(=O)N2CCOCC2)cc1)N/N=C/c1cccc(O)c1	-14%	3	/	-1%	-1%	-21%	-17%	-0.1	2
COc1ccc(-c2nc(CN(CC3CCC(=O)N3)C(C)C)c(C)o2)c(C)c1C (stereo not given)	-11%	-5	-3%	-2%	-2%	20%	4%	-0.8	-12
Cc1ccc(S(=O)(=O)N(CC(=O)Nc2ccccc2C(=O)O)c2ccc(Cl)cc2)cc1	-1%	-5	0%	1%	-7%	-20%	?	-0.3	-3
CCNS(=O)(=O)c1ccc(NC(=O)c2cccnc2)cc1	-2%	-1	-4%	-2%	1%	29%	-11%	0.0	-18
CC(C)(C)OC(=O)N1CCC(c2c(C(=O)N3CCN(Cc4ccccc4)CC3)cnn2-c2cccc(Cl)c2)CC1	5%	-8	-16%	-4%	3%	10%	-17%	-0.7	/
C[C@H](NC(=O)N1CCn2c1nc1ccccc12)C(=O)N1CCCCC1	2%	-17	-1%	2%	2%	-54%[56.9 µM]	14%	0.5	6
Cc1ccc(NC(=O)c2cc(=O)n(Cc3ccccc3)c(=O)[nH]2)cc1C	11%	1	-11%	-1%	0%	?	-4%	/	34*
CCOC(=O)c1cc(NC(=O)c2cnccn2)cc(C(=O)OCC)c1	-4%	-5&15	11%	-4%	2%	-9%	?	-0.1	-12
Cc1c(CCO)c(=O)n(-c2ccccc2)n1S(=O)(=O)c1c(Cl)cc(Cl)cc1Cl	7%	-1	-2%	-5%	-2%	-13%	?	0.3	3
CC1CCN(CCCNS(=O)(=O)c2ccc3c(c2)CCN3C(=O)C2CC2)CC1	13%	-3	13%	-3%	5%	8%	3%	/	/
CC(=O)c1sc(NC(=O)c2cc(=O)c3ccccc3o2)nc1C	-8%	-1	7%	0%	-7%	-6%	-11%	-0.1	4
Cn1c(=O)n(CC(=O)Nc2ccccc2)c2ccccc21	-3%	4	0%	-4%	8%	3%	?	0.3	-11
Cc1ccc(C(=O)NCC(=O)NC2CC2)cc1	0%	-6	15%	1%	-3%	42%	-3%	/	/
Cc1cccc(N2CCN(C(=O)c3ccc4nc(-c5ccco5)c(-c5ccco5)nc4c3)CC2C)c1 (stereo not given)	-4%	5	9%	-9%	-7%	-25%	?	-0.5	-4

Screening results: PubChem, National Center for Advancing Translational Sciences (NCATS)

Some of the compounds tested. The share of hits here may be higher or lower than overall.
